# PAFAH1B3 inh = PAFAH1B3 enzyme inhibitors, primary screen, biochemical, fluorescence polarization, human. Platelet-activating factor acetylhydrolase IB subunit alpha1 (Homo sapiens), Q15102. recombinant PAFAH1B3, FP-rhodamine probe. 340,000 compounds, 0.28% hits. inhibition, % at 3.39 µM. AID 492972, 2010;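 active = inhibition above the screen-wide average of all tested compounds plus 3 SD, cut at about 25% in these data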;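 also: 0% = enzyme with DMSO only and 100% = wells lacking PAFAH1B3 protein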
# PAD4 inh = human PAD4 inhibitors, primary screen, biochemical, fluorescence polarization, 1536-well format. inhibition, % at 6.36 µM. AID 485272, 2010. recombinant PAD4, RCA probe fluorescence polarization. 330,000 compounds, 0.41% hits;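 active = percent inhibition above a cutoff equal to the mean of all tested compounds plus 3 SD, cut at about 15% in these data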;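 also: 0% = PAD4 with RCA probe and DMSO and 100% = probe without PAD4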
# Target sequence (Q9UM07 whole entry, looked up): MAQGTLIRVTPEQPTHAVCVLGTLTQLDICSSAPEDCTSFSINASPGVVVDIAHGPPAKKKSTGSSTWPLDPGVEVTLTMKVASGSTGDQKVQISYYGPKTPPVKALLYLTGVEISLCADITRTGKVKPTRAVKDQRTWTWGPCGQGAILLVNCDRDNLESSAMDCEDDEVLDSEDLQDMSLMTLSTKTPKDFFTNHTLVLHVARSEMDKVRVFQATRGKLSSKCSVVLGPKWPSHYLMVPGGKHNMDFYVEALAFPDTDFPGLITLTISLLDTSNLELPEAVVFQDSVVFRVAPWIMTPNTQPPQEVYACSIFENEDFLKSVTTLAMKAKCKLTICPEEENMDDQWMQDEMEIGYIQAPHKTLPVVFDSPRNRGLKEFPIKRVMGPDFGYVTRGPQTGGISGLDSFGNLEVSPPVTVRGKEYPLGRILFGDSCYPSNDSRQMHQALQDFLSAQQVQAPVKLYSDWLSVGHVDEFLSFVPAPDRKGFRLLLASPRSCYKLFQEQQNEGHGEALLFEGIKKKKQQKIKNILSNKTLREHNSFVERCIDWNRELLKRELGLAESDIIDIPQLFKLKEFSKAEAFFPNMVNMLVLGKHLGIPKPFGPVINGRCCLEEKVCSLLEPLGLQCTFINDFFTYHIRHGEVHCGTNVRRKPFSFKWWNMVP
# PME-1 inh = PME-1 inhibitors via competitive probe labeling, primary screen, biochemical, fluorescence polarization, FP-Rh probe, HTS. recombinant PME-1. inhibition, % at 5.9 µM. 320,000 compounds, 0.53% hits. AID 2130, 2009;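 active = inhibition above the campaign mean of all compounds plus 3 SD, cut at about 26% in these data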;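 also: competitive labeling of PME-1 active site by serine hydrolase directed probe; 0% = PME-1 with DMSO and 100% = wells lacking PME-1 enzyme; inhibitors block probe labeling so polarization falls and inhibition rises; many of its hits are not listed in these tables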
# PAFAH1B2 FP inh = PAFAH1B2 enzyme inhibitors, primary screen, biochemical, fluorescence polarization, human | 340,000 compounds, 1.2% hits | recombinant PAFAH1B2, FP-rhodamine activity probe | inhibition, % at 3.39 µM | Platelet-activating factor acetylhydrolase IB subunit alpha2 (Homo sapiens), P68402 | AID 492953, 2010;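 active = inhibition above the mean of all tested compounds plus 3 SD, cut at about 24% in these data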;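 also: 0% = enzyme with DMSO and 100% = wells lacking PAFAH1B2; many of its hits are not listed in these tables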
# Target sequence (P68402 whole entry, looked up): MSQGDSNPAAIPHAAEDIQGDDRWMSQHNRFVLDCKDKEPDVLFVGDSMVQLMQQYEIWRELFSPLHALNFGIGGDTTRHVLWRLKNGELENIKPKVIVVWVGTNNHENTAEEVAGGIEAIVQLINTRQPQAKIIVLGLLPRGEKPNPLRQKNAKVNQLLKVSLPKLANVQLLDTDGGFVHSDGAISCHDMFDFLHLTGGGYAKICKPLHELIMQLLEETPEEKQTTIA
# PAFAH2 FP inh = PAFAH2 enzyme inhibitors, primary screen, biochemical, fluorescence polarization, human; recombinant PAFAH2, FP-rhodamine activity probe; 340,000 compounds, 0.99% hits; inhibition, % at 3.39 µM; Platelet-activating factor acetylhydrolase 2, cytoplasmic (Homo sapiens), Q99487;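 active = inhibition above the mean over all tested compounds plus 3 SD, cut at about 30% in these data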;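 also: inhibitors block probe labeling of enzyme so polarization drops; 0% = enzyme with DMSO and 100% = wells lacking PAFAH2 protein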
# LYPLA1 inh = LYPLA1 inhibitors, primary screen, counter-screen for PME1 inhibitor project, biochemical, fluorescence polarization, FP-Rh probe ABPP. inhibition, % at 5.9 µM. recombinant LYPLA1. AID 2174, 2009. 320,000 compounds, 0.16% hits;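 active = inhibition above the mean of all tested compounds plus 3 SD, set per campaign, cut at about 14% in these data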;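 also: inhibitors block serine hydrolase probe labeling of LYPLA1 so polarization falls; 0% = enzyme with DMSO and 100% = wells lacking LYPLA1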
# LYPLA2 inh = LYPLA2 inhibitors, primary screen, counter-screen for PME1 inhibitor project, biochemical, fluorescence polarization, FP-Rh probe ABPP. Acyl-protein thioesterase 2 (Homo sapiens), O95372. recombinant LYPLA2. inhibition, % at 5.9 µM. 320,000 compounds, 0.38% hits. AID 2177, 2009;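 active = inhibition above the screen-wide mean plus 3 SD, limit set per campaign, cut at about 26% in these data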;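 also: 0% = LYPLA2 with DMSO and 100% = wells lacking LYPLA2 enzyme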
# pPAFAH FP inh = pPAFAH enzyme inhibitors, primary screen, biochemical, fluorescence polarization, human; recombinant pPAFAH, FP-rhodamine probe fluorescence polarization; 330,000 compounds, 1.5% hits; inhibition, % at 3.39 µM; Platelet-activating factor acetylhydrolase (Homo sapiens), Q13093; AID 463082, 2010;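 active = inhibition above the mean inhibition across the screen plus 3 SD, cut at about 25% in these data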;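 also: inhibitors block binding of the rhodamine activity-based probe so polarization drops; 0% = enzyme with DMSO and 100% = wells lacking pPAFAH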
# GSTO1 counter = inhibitors of recombinant GSTO1, primary screen, counter-screen for RBBP9 inhibitor project, biochemical, fluorescence polarization | Glutathione S-transferase omega-1 (Homo sapiens), P78417 | activity-based probe fluorescence polarization | inhibition, % at 5.96 µM | 300,000 compounds, 1.1% hits | AID 1974, 2009;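 active = inhibition above the campaign mean inhibition plus 3 SD, cut at about 35% in these data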;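 also: 0% = GSTO1-1 with DMSO and 100% = wells lacking GSTO1-1 enzyme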
# Active calls of the source: *; · = not tested or not shown.
SMILES,PAFAH1B3 inh,PAD4 inh,PME-1 inh,PAFAH1B2 FP inh,PAFAH2 FP inh,LYPLA1 inh,LYPLA2 inh,pPAFAH FP inh,GSTO1 counter
Cc1cccc(N2CCN(C(=O)CSc3nnnn3C3CC3)CC2)c1C,7,-4,2,0,7,-1,2,-1,·
COc1ccc(CC(=O)N2CCN(C(=O)c3ccco3)CC2)cc1,-2,-2,2,-2,-1,0,-2,-1,0
FC(F)Sc1nc2ccccc2[nH]1,-3,3,2,4,-6,0,-1,3,-1
CNC(=O)c1nnc(Cc2ccc(Cl)cc2)o1,2,9,-3,6,2,-1,-1,0,5
COCC(=O)Nc1ccc(OCc2ccccc2)cc1,7,1,-2,7,-6,-3,-7,0,-3
CC1CCCN(Cc2c(O)ccc3c(=O)c(-c4nc5ccccc5s4)c(N)oc23)C1 (stereo not given),5,-6,3,17,7,-5,-13,23,2
C=CCc1c(C)nc(N2CCSCC2)[nH]c1=O,3,3,-1,-2,-2,-3,-4,6,-5
O=C(COc1ccc2c3c(c(=O)oc2c1)CCCC3)NCCCN1CCCC1=O,3,-2,-5,-1,1,1,6,7,3
O=S(=O)(CCOc1ccccc1)c1nc2ccccc2[nH]1,-1,-1,1,-2,6,0,-3,4,6
COc1ccc(/C=C2\SC(=O)N(CC(=O)NN3CCN(C)CC3)C2=O)cc1OC,4,2,-2,-5,4,3,0,2,-8
O=C(COc1ccccc1)NNc1nc2c(F)cccc2s1,4,-6,5,7,5,5,10,10,-4
COc1ccc(OCC(=O)Nc2ccc3c(c2)nc2n3CCSC2)cc1,-1,-4,-7,2,-5,-2,2,-1,4
CCc1ccc(-n2c(C)n[nH]c2=S)cc1,6,-7,-5,-2,8,-4,-11,-3,9
N/C(=N\OC(=O)c1ccc(Cl)c([N+](=O)[O-])c1)c1ccccn1,-5,-2,-1,-3,5,3,-2,-1,19
O=C(CCCN1C(=O)CCC1=O)Nc1ccc2c(c1)OCCO2,2,3,-1,-1,0,2,-4,6,3
COCCN(C(=O)CCC(=O)Nc1ccccn1)C(C(=O)NC(C)(C)C)c1ccc(OC)cc1 (stereo not given),7,0,1,-2,-9,2,3,1,-9
OCCC1CN(Cc2c(F)cccc2Cl)CCN1C1CCCC1 (stereo not given),4,3,-11,2,7,-1,-3,0,12
Cc1c(Cl)cccc1NC(=S)N(Cc1ccco1)C(C)c1ccccn1 (stereo not given),6,-3,-4,2,12,3,-2,1,15
O=C(CCSCCC(=O)N1CCCC1)N1CCCC1,5,-4,-2,3,-15,-1,3,2,1
CCn1cc(C(=O)O)c(=O)c2cc(S(=O)(=O)N(C)C)ccc21,-3,4,-8,2,1,0,-1,-3,10

# By substructure, the compounds so far with fluorine.
SMILES,PAFAH1B3 inh,PAD4 inh,PME-1 inh,PAFAH1B2 FP inh,PAFAH2 FP inh,LYPLA1 inh,LYPLA2 inh,pPAFAH FP inh,GSTO1 counter
FC(F)Sc1nc2ccccc2[nH]1,-3,3,2,4,-6,0,-1,3,-1
O=C(COc1ccccc1)NNc1nc2c(F)cccc2s1,4,-6,5,7,5,5,10,10,-4
OCCC1CN(Cc2c(F)cccc2Cl)CCN1C1CCCC1 (stereo not given),4,3,-11,2,7,-1,-3,0,12

# Next records
SMILES,PAFAH1B3 inh,PAD4 inh,PME-1 inh,PAFAH1B2 FP inh,PAFAH2 FP inh,LYPLA1 inh,LYPLA2 inh,pPAFAH FP inh,GSTO1 counter
CCOC(=O)c1cnc(-c2ccccc2O)nc1Cl,-2,-3,-17,-3,7,-4,-2,-1,2
Cc1cccc(NC(=O)C2CCCN(C(=O)Nc3ccc(F)cc3)C2)c1 (stereo not given),-3,-3,-7,-1,7,2,0,8,5
CC(O)CNc1nc2c(c(=O)n(Cc3ccc(Cl)cc3)c(=O)n2C)n1C (stereo not given),8,3,3,1,-1,1,6,4,7
Cc1nc2c(C)cccc2c(SC(=N)N)c1CC=C(Cl)Cl,5,-2,2,-4,5,-4,-6,5,-4
COCCN(CCOC)C(=S)Nc1ccccc1Cl,11,-3,1,5,-6,2,7,3,1
CN1CCN(C(=O)c2cc(Cl)cc(Cl)c2NC(=O)c2ccco2)CC1,-2,4,0,7,2,-1,3,2,0
CCOC(=O)c1c(NC(=O)/C=C/C(=O)O)sc(C)c1-c1ccc(C)c(C)c1,10,-3,-4,-5,-1,-1,-1,54*,-26
Cc1nn(-c2ccccc2)c(Cl)c1C(=O)N1CCN(C)CC1,-4,-12,-4,1,-5,2,-6,-8,-6
O=C(NCCS(=O)(=O)N1CCN(c2ccccc2F)CC1)c1ccc(F)c(F)c1,6,-3,1,3,3,-2,8,3,-8
COc1ccccc1-c1nnc(NC(=O)C(C)SC2=NCCS2)s1 (stereo not given),1,11,-6,3,3,-7,-11,2,48*

# Looked up above.
# Cc1nc2c(C)cccc2c(SC(=N)N)c1CC=C(Cl)Cl in PAD4 inh → -2
# N/C(=N\OC(=O)c1ccc(Cl)c([N+](=O)[O-])c1)c1ccccn1 in LYPLA1 inh → 3
# O=C(NCCS(=O)(=O)N1CCN(c2ccccc2F)CC1)c1ccc(F)c(F)c1 in LYPLA1 inh → -2
# O=C(COc1ccc2c3c(c(=O)oc2c1)CCCC3)NCCCN1CCCC1=O in LYPLA2 inh → 6
# CN1CCN(C(=O)c2cc(Cl)cc(Cl)c2NC(=O)c2ccco2)CC1 in GSTO1 counter → 0

# Further compounds.
SMILES,PAFAH1B3 inh,PAD4 inh,PME-1 inh,PAFAH1B2 FP inh,PAFAH2 FP inh,LYPLA1 inh,LYPLA2 inh,pPAFAH FP inh,GSTO1 counter
O=C(CCc1ccccc1Cl)Nc1cccc(S(=O)(=O)N2CCCC2)c1,0,1,1,2,4,-3,0,4,-8
Cn1c(Cc2ccccc2)nnc1SCC(=O)Nc1ccccc1N1CCOCC1,10,-2,2,1,-8,-2,-3,5,-1
C=CC[C@H](CC(=O)N(CCO)Cc1ccccc1)C(=O)N[C@@H](COC(=O)[C@@H](CC=C)CC(=O)OC(C)(C)C)Cc1c[nH]c2ccccc12,5,6,·,3,-3,·,·,7,·
CCOC(=O)Cc1csc(SCC(=O)Nc2cccc(C#N)c2)n1,3,3,-5,-1,-5,-4,2,-10,2
O=C(CCS(=O)(=O)c1cccc2nonc12)N1CCCc2ccccc21,-5,-4,1,0,3,-2,-4,4,4
COCCN(C(=O)C1CC1)c1nnc(-c2cccc(C)c2)s1,5,-4,3,3,0,3,2,-1,-1
CCOc1ccc(NC(=O)NCCCCc2ccccc2)cc1,2,-1,4,1,0,-3,-4,3,1
COc1ccccc1NC(=O)c1cc(S(=O)(=O)NC2CCCC2)ccc1F,2,-1,-3,-4,10,-2,-4,5,2
COc1ccccc1C(C)NC(=O)c1cc(S(=O)(=O)N2CCCCC2)ccc1C (stereo not given),5,0,8,-3,3,-3,-2,-1,·
COc1cc(OC)c2c(-c3ccccc3)cc(=O)oc2c1C(CCN1CCOCC1)c1ccc2c(c1)OCO2 (stereo not given),6,-1,·,-1,4,·,·,4,·
CC1CCCN(S(=O)(=O)c2ccc(N(C(=O)c3cnccn3)C(C(=O)NC3CCCCC3)c3cccs3)cc2)C1 (stereo not given),4,3,-1,-1,-5,-2,7,3,-1
COc1ccccc1C(=O)NCCN1CCN(c2ccccc2)CC1,15,1,3,3,-4,-1,1,-2,4
Cc1cc(=O)[nH]c(SCc2nc3ncccn3c2Br)n1,10,5,3,5,5,3,-2,6,0
CC(=O)N(Cc1c(C)nn(-c2ccccc2)c1Cl)c1ccc(Cl)cc1,9,4,-3,19,-4,0,3,4,6
CCOc1ccc2c(=O)c(Oc3ccccc3)c(C)oc2c1,0,-7,-9,-4,3,2,3,-8,13
O=C(Cc1coc2cc3c(cc12)CCC3)OCc1cc(=O)n2c(n1)sc1ccccc12,-1,-4,-3,-2,-12,-3,0,5,-3
COc1ccc(/C=N\NC(=S)SCN2C(=O)C3CCC(C)(C2=O)C3(C)C)cc1 (stereo not given),4,5,-4,1,12,-2,11,7,2
CC[n+]1c(C)sc2sc3ccccc3c21,·,2,7,·,·,1,5,2,16
Nc1ccc(O)c2c1C(=O)c1ccccc1C2=O,44*,49*,56*,55*,82*,50*,62*,83*,49*
O=C(NCc1ccncc1)C(=O)N/N=C/c1cccnc1,10,5,-2,2,1,5,3,3,3
O=c1/c(=C/c2ccco2)sc2n1CN(c1ccccc1)CN=2,5,1,-2,3,3,3,2,9,6
O=C(Nc1ccc(Cl)cc1C(F)(F)F)c1ccccc1Cl,6,0,4,-6,-1,7,3,5,4
O=C(CS(=O)(=O)Cc1ccccc1)Nc1ccc(S(=O)(=O)N2CCOCC2)cc1,8,-2,-1,5,0,1,4,6,-3
O=C(NC1CC1)C1CCN(S(=O)(=O)c2cc([N+](=O)[O-])ccc2Cl)CC1,9,-3,-1,5,12,1,2,32*,·
O=C(CCCOc1ccc(Cl)cc1Cl)Nc1ccccn1,3,1,1,-2,3,-5,1,3,3
CCOC(=O)c1cc2sccc2n1CC(=O)C(C)(C)C,6,3,-4,0,-7,4,6,4,4
CCCc1cc(=O)[nH]c(SCC(=O)NC2CCCc3ccccc32)n1 (stereo not given),-3,-5,1,26*,1,-3,2,-1,-4
Clc1cc(NC2CCCCC2)ncn1,6,0,-4,11,-4,0,4,2,4
CC(=O)C1=C(O)C(=O)N(Cc2ccccc2)C1c1ccccc1F (stereo not given),2,-6,3,9,5,2,-2,1,-1
O=C(COc1ccccc1)Nc1nc2cc3c(cc2s1)OCCO3,-4,-6,-23,-3,0,-4,-7,-1,7
COC(=O)c1cc(-c2ccccc2)sc1N,5,6,7,2,2,5,10,3,2
O=c1oc(Nc2ccc(F)cc2)nc2ccccc12,2,1,-5,0,1,1,10,0,3
C=C1c2cccc(C(F)(F)F)c2O[C@H](C(=O)OCC)[C@H]1OC,10,3,·,2,-5,·,·,0,·
CCOc1ccc(NC(=O)CN2CCN(CC(=O)Nc3ccc(C(=O)OC)cc3)CC2)cc1,-9,-2,4,1,1,2,-1,-1,6

# PAFAH1B2 FP inh: what is marked active above
SMILES	PAFAH1B3 inh	PAD4 inh	PME-1 inh	PAFAH1B2 FP inh	PAFAH2 FP inh	pPAFAH FP inh
Nc1ccc(O)c2c1C(=O)c1ccccc1C2=O	44*	49*	56*	55*	82*	83*
CCCc1cc(=O)[nH]c(SCC(=O)NC2CCCc3ccccc32)n1 (stereo not given)	-3	-5	1	26*	1	-1

# Bioassay records as filed in PubChem.

# An excerpt (hit frequency here may not be typical).
